GlmU inhibition: inhibition of mycobacterial GlmU enzyme – biochemical, glucosamine-1-phosphate acetyltransferase (AID 1376) | inhibition, %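 (tested at 30 µM in the primary screen)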, or IC50 in µM where a hit was titrated | hit rate 0.25% among 220,000 | M. tuberculosis GlmU acetyltransferase enzyme assay; higher % means a stronger effect; in the data active means inhibition above about 13%;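 further: 0% = complete reaction with vehicle and 100% = reaction without substrate; strong numbers were not always called active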
RmlCD inh 1536: blocks M. tuberculosis RmlC and RmlD coupled enzymes; P9WH09+P9WH11; RmlC+RmlD coupled enzyme assay, percent inhibition; primary screen in compound mixtures; inhibition, % at 3.6 µM; hit rate 0.03% among 160,000; AID 1533; in the data active means inhibition mostly above about 34%, no sharp cut-off; further: some results filed as inactive read as strong as hits
Target sequence (P9WH09 whole entry, looked up): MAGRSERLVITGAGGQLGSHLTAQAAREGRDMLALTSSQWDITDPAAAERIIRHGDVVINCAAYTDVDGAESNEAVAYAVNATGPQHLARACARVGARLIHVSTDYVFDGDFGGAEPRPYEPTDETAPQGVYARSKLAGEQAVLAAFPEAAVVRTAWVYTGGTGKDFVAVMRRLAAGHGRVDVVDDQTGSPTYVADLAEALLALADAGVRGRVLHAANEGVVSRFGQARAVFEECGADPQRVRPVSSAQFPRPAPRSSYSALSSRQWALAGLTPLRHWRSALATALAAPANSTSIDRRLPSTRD
Target sequence (P9WH11 whole entry, looked up): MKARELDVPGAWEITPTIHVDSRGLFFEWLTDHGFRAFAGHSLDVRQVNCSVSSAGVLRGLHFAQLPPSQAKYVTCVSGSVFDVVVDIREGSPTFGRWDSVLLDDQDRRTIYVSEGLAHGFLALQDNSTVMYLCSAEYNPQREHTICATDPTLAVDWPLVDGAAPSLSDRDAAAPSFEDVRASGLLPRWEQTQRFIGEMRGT
The depositor's hits bear a star; nt = no result given.

Start of the listing, in advance:
structure,GlmU inhibition,RmlCD inh 1536
O=C(c1ccc(Cn2c(=S)[nH]c3ccc(N4CCOCC4)cc3c2=O)cc1)N1CCN(c2ccc(F)cc2)CC1,0.6%,-12
N#Cc1cnn2cc(CCN3CCOCC3)c(-c3ccc(F)cc3)nc12,0.4%,nt
CSCC[C@H](NC(=O)c1cc([N+](=O)[O-])ccc1Cl)c1nc2ccccc2[nH]1,1.3%,-8
CCCC(C)NC(=S)Nc1cc(C)cc(C)c1 (stereo not drawn),2.6%,nt
O=C(O)C(Cc1cc2ccccc2[nH]1)N1C(=O)C2CC=C(Cl)CC2C1=O (stereo not drawn),0.3%,0

The listing (from the top)
structure,GlmU inhibition,RmlCD inh 1536
O=C(c1ccc(Cn2c(=S)[nH]c3ccc(N4CCOCC4)cc3c2=O)cc1)N1CCN(c2ccc(F)cc2)CC1,0.6%,-12
N#Cc1cnn2cc(CCN3CCOCC3)c(-c3ccc(F)cc3)nc12,0.4%,nt
CSCC[C@H](NC(=O)c1cc([N+](=O)[O-])ccc1Cl)c1nc2ccccc2[nH]1,1.3%,-8
CCCC(C)NC(=S)Nc1cc(C)cc(C)c1 (stereo not drawn),2.6%,nt
O=C(O)C(Cc1cc2ccccc2[nH]1)N1C(=O)C2CC=C(Cl)CC2C1=O (stereo not drawn),0.3%,0
CCCCn1c(N)c(N(CC)C(=O)c2ccc3c(c2)S(=O)(=O)c2ccccc2C3=O)c(=O)[nH]c1=O,2.7%,nt
COC(=O)c1ccc(Nc2cc(C)nc3ccccc23)cc1,1.9%,-9
Fc1ccc(-n2nnc(-c3nccs3)n2)cc1,4.9%,nt
CCOC(=O)c1c2c(c(=S)n(-c3ccccc3)c1N)CCC2,-3.1%,nt
CC(NC(=O)C(c1ccccc1)c1ccccc1)C(=O)N1CCCCC1 (stereo not drawn),-3.6%,-4
CC1Cc2nc(SCC(=O)Nc3ccc(F)cc3)n(C)c(=O)c2S1 (stereo not drawn),nt,-4
O=S(=O)(c1ccc(Br)cc1)N1CCCN(Cc2cccc(F)c2)CC1,1.2%,nt
O=C(COC(=O)C1(c2ccccc2F)CCCC1)NCc1ccc2c(c1)OCO2,3.3%,-6
Cc1cccc(-c2nc(CSCC(=O)NCCCN3CCOCC3)c(C)o2)c1,9.6%,4
Cc1c(C(=O)Nc2nc3ccccc3[nH]2)oc2ccccc12,2.8%,nt
c1ccc(Oc2cccc(OCCn3cncn3)c2)cc1,-1.8%,13
CCOc1ccc(S(=O)(=O)N(CC)CC)cc1N,-2.2%,-7
Cc1ccc(N(CCC#N)C(=O)CCl)cc1C,-5.6%,-7
CC(=O)Nc1cccc(-c2csc(Nc3cccc(C)n3)n2)c1,-0.3%,-8
COc1ccc(-c2cc(-c3ccccc3)nc(SCC(=O)Nc3ncc(C)s3)c2C#N)cc1,1.4%,nt
CC(C)(C)C(=O)CN1CCN(C2c3ccccc3-c3ccccc32)CC1,-3.3%,6
COc1cc(/C=N/S(=O)(=O)CCc2ccccc2)cc(OC)c1O,0.9%,-12
Cc1oc2cc(O)ccc2c(=O)c1Oc1ccccc1,2.5%,nt
CC1(C)CC(=O)C2=C(C1)N(c1ccccc1)C(=O)C2(O)C(F)(F)F (stereo not drawn),-0.4%,5
O=C(NCC(c1cccnc1)N1CCN(c2ccccc2)CC1)c1ccco1 (stereo not drawn),-2.5%,nt
CCN(C(=O)CSc1nc2cc(C(=O)OC)ccc2c(=O)n1Cc1ccco1)c1cccc(C)c1,-2.5%,nt
CC1CCc2c(sc3ncn4c(SCC(=O)NCc5ccco5)nnc4c23)C1 (stereo not drawn),-0.3%,nt
COc1ccc(C2=NN(C(=O)COc3ncnc4ccccc34)C(c3ccco3)C2)cc1 (stereo not drawn),-3.3%,nt
NNCCc1ccccc1,3.8%,nt
Fc1ccc(C2NC(=S)NC3=C2N2CCC3CC2)cc1 (stereo not drawn),0.5%,nt
O=C1C=CC(=O)N1CCNc1ncc(C(F)(F)F)cc1Cl,-1.7%,4
COc1ccc(CC(=O)NC(C)(C)C)cc1S(=O)(=O)N1CCOCC1,3.1%,nt
Cc1ccc(NC(=O)CN(C)C(=S)NC2CC2)cc1,-2.9%,nt
COCCNS(=O)(=O)c1cc(OC)c(C)cc1C,4.7%,nt
CN(C)CCCN(Cc1cc2cc3c(cc2[nH]c1=O)OCO3)C(=S)Nc1ccccc1,-8.6%,-8
COc1ccc(C(=O)NCCc2nnc(SCC(=O)Nc3ccccc3C(C)C)n2C)cc1,-1.6%,5
O=C(O)CCCNS(=O)(=O)c1ccc(NCc2ccccc2)c(C(=O)O)c1,0.5%,-3
Cc1cc(NC(=O)c2ccc(S(=O)(=O)Nc3ccccc3)cc2)no1,-13%,6
Cn1cccc1CC(=O)NNC(=S)Nc1ccc(Cl)cc1Cl,2.4%,nt
CC(C)(C)NC(=O)COC(=O)c1ccccc1NC(=O)c1ccco1,-3.9%,-7
CCOC(=O)c1c(C)[nH]c(C)c1C(=O)COC(=O)/C=C/c1cccc(Cl)c1,-4.9%,-5
O=C(NC1CC2CCCC(C1)N2C(=O)NC1CCCCC1)c1ccc(F)cc1 (stereo not drawn),-2.7%,11
COCCCNC(=O)C12CCC(C)(C(=O)C1)C2(C)C (stereo not drawn),0.8%,0
C=CCc1c(NCCO)nc(C)[nH]c1=O,-2.8%,1
CC1CCCCN1c1ncnc(N)c1[N+](=O)[O-] (stereo not drawn),0.9%,-12
N#Cc1cc(C(=O)c2cc(F)ccc2O)cn(Cc2ccccc2)c1=O,1.9%,0
Fc1ccccc1-c1nc2ncccc2o1,-4.0%,9
O=c1c(S(=O)(=O)c2ccc(Cl)cc2)cn(Cc2ccccc2F)c2ccc(F)cc12,-3.7%,2
CC1OC(OC2C(OC3C(O[C@H]4CC[C@]5(C)C6C=C[C@]78OC[C@@]9(CC[C@@H](C)[C@H](C)C97)[C@H](O)C[C@@]8(C)[C@]6(C)CC[C@H]5C4(C)C)OC(C)C(O)C3O)OC(CO)C(O)C2O)C(O)C(O)C1O (stereo partly drawn),0.3%,-1
COc1ccccc1C1CC(c2ccc(Cl)cc2)Nc2nc(N)nn21 (stereo not drawn),-0.5%,nt

(continued)
structure,GlmU inhibition,RmlCD inh 1536
COc1ccc(OCc2nc3ccccc3[nH]2)cc1,5.2%,nt
COc1ccc(/C=C2\N=C(C)N(c3ccc(C(=O)O)cc3)C2=O)cc1OC,6.8%,-11
CC(C)(C)OC(=O)NCCCCC1=CC2=CC(=O)C(C)(OC(=O)c3ccco3)C(=O)C2=CO1 (stereo not drawn),1.2%,nt
CCOC(=O)C(=NC1CCS(=O)(=O)C1)NNc1ccccc1Cl (stereo not drawn),-4.5%,nt
C/C(O)=C\c1nc2ccccc2oc1=O,2.0%,15
Cc1ccc(CN2CCN(Cc3cn(C)nc3-c3ccccc3)CC2CCO)o1 (stereo not drawn),1.0%,nt
Cc1ccsc1/C=N/NC(=O)c1ccc(Cn2cc(Br)cn2)o1,-8.1%,-5
Cc1ccc(CNC(=O)CCS(=O)(=O)c2cccc3nsnc23)cc1,0.2%,4
C=C(C)Cn1c(C)cc(C)c(S(=O)(=O)c2ccccc2C)c1=O,-4.9%,45
O=C(CSc1ccc(-c2cccc([N+](=O)[O-])c2)nn1)NC1CCCC1,-1.1%,-6
N#Cc1ccccc1OCC(O)CS(=O)(=O)c1ccccc1 (stereo not drawn),-9.5%,-6
CC(OC(=O)C1CCN(S(=O)(=O)c2ccc(Cl)cc2)CC1)C(=O)N1CCc2ccccc21 (stereo not drawn),-6.6%,nt
Cc1cccc(-c2cc(C(=O)Nc3ccc4c(c3)OCCO4)c3ccccc3n2)c1,nt,10
Cc1ccc(Sc2cc(C(F)(F)F)nc(N(C)C)n2)cc1,-0.7%,-13
Cc1ccsc1-c1nc(CN2CCN(C)C(=O)[C@@H]2C)c(C)o1,3.1%,10
COc1cccc(Nc2nnc(SCC3CCCCO3)s2)c1 (stereo not drawn),2.1%,15
CCOC(=O)C1=C(C)Nc2nc(SCC)[nH]c(=O)c2C1c1ccncc1 (stereo not drawn),-2.0%,9
NC(=O)c1cc(-c2ccccc2)nc(N2CCOCC2)n1,-4.4%,3
COCCN(CCOC)c1ncnc2c1cnn2-c1ccccc1,1.0%,nt
N#Cc1nc(Cc2cccc3ccccc23)oc1NCC1CCCO1 (stereo not drawn),-5.3%,nt
C/C(=N\NC(=O)c1ccc(Br)cc1)C1C(=O)c2ccccc2C1=O,5.8%,nt
O=C(Cn1ncnn1)OCc1ccccc1Cl,1.2%,4
COc1cc(-c2noc(CCC(N)=O)n2)cc(OC)c1OC,-2.8%,-2
Cc1n[nH]c(=O)nc1Nc1ccc(O)cc1,3.9%,0
Cc1cc(C)cc(-n2c(C)cc(/C=N/NC(=O)CSc3ncccn3)c2C)c1,-1.9%,nt
CCOC(=O)c1oc2ccccc2c1NC(=O)c1ccc2c(c1)OCO2,4.4%,-12
COc1ccc(CCNC(=O)Cn2cnc3sc(C)c(-c4ccc(F)cc4)c3c2=O)cc1OC,5.5%,-12
CCN(CC)CCCNC(=O)N[C@@H](Cc1ccccc1)C(=O)O,-8.2%,9
O=c1c2ccccc2nnn1Cc1ccc2ccccc2c1,-0.7%,6
Cc1c(-c2ccc(F)cc2)nc(N)c(C#N)c1-c1cccnc1,2.7%,2
COc1nc(Cl)cn(-c2ccc(C)cc2)c1=O,-1.9%,4
COc1ccc(Cl)cc1C(=O)C1CCCN(CCO)C1 (stereo not drawn),2.7%,4
C/C(=N\Nc1nc2c(s1)CCCC2)c1ccc(Cl)cc1,-3.3%,-6
CC(C)C(=O)Nc1ccc2nn(-c3ccccc3)nc2c1,-2.2%,6
Cc1ccc(N/C(N)=N/c2nc(CSc3ccccn3)cc(=O)[nH]2)c(C)c1,-1.4%,2
CC(C)CC(NC(=O)c1ccccc1)C(=O)OCC(=O)Nc1ccc(Br)cn1 (stereo not drawn),-0.6%,-14
O=S(=O)(c1ccc(Cl)cc1)n1ccc(-c2cccc(OCc3c(F)cccc3Cl)c2)n1,-3.0%,nt
COc1cc(NC(=O)CSc2ncnc3scc(-c4ccccc4)c23)c(C(=O)O)cc1OC,1.3%,-1
Cc1ccc(C(=O)n2nc(-c3ccco3)nc2N)cc1,-3.9%,nt
O=C(Nc1nccs1)c1ccc(-c2ccc(F)cc2)o1,3.2%,nt
CCOC(=O)CSc1nc(N)c(C(=O)Nc2ccc(N(C)C)cc2)s1,3.6%,-8
Cc1ccc(-n2ncc(C#N)c2N)cc1,-4.3%,2
COc1ccc(N(CC(=O)NCc2cccc(OC)c2)S(=O)(=O)c2c(C)noc2C)cc1,7.1%,-9
Cc1cc(C)c(C(=O)COC(=O)[C@H](C)Nc2ccc(C(F)(F)F)cc2[N+](=O)[O-])c(C)c1,1.7%,nt
CCCCc1[nH]c(=O)c(C#N)c2c1CSC(C)(C)C2,6.9%,nt
O=C(N/N=C/c1ccc(O)c([N+](=O)[O-])c1)c1ccncc1,3.8%,-2
CCCCNc1ncnc2c1cnn2-c1ccc(Cl)cc1,9.9%,-10
CC(C)(C)NS(=O)(=O)c1ccc(CCC(=O)Nc2ccc3c(c2)OCCO3)cc1,-7.1%,8
COC(=O)C(C)Sc1nc2c(c(=O)n1-c1ccccc1)SCC2 (stereo not drawn),-5.3%,nt
CCC(=O)Nc1ccc(N2CCN(Cc3ccccc3)CC2)cc1,3.2%,22

Further entries follow.
structure,GlmU inhibition,RmlCD inh 1536
COc1ccc(C(=O)Nc2nc(-c3ccc([N+](=O)[O-])cc3)c(-c3ccccc3)s2)cc1,0.3%,nt
CN(C)c1ccc(N/C=C/C(=O)c2ccco2)cc1,-4.5%,-6
O=C(Cc1ccc(S(=O)(=O)N2CCOCC2)s1)Nc1ccccc1N1CCOCC1,-3.3%,9
O=C(CCCN1C(=O)S/C(=C\c2ccccc2)C1=O)NNC(=O)c1ccccc1O,-0.8%,4
CC(c1ccccc1)N(CC(=O)NC1CCCCC1)S(=O)(=O)c1cccc(C(F)(F)F)c1 (stereo not drawn),-6.2%,-6
O=C(COC(=O)c1cc(S(=O)(=O)N2CCOCC2)ccc1Cl)Nc1ccc2c(c1)OCO2,8.5%,5
O=C(CSc1nccc(=O)[nH]1)N1CCN(c2ccccc2)CC1,2.4%,20
COc1cc([N+](=O)[O-])ccc1NC(=O)Nc1ccc2c(c1)OCCO2,-5.0%,2
CCOc1ccc(NC(=O)N[C@@H](Cc2ccccc2)C(=O)O)cc1,-0.1%,-8
COc1ccc(OC)c2c1CC(C)(C)NC2=O,3.5%,nt
CCN(CC)c1ccc(C(=O)N/N=C/c2ccc(N3CCOCC3)cc2)cc1,6.6%,8
Cc1ccccc1CSc1nnc(-c2ccccc2)c(=O)[nH]1,-4.4%,-11
O=C(COc1nsnc1N1CCOCC1)N1CCOCC1,nt,-2
CCC(Sc1nc(C)cc(C)n1)C(=O)Nc1cc(C)on1 (stereo not drawn),8.5%,nt
O=C(Nc1nccs1)c1ccc(COc2ccc(F)cc2)o1,1.9%,-5
CCOC(=O)c1c(C)[nH]c(C)c1C(=O)COC(=O)c1cccc(S(=O)(=O)N(CC)CC)c1,nt,3
Cc1cc(NC(=O)Nc2ccc(Cl)cc2)n(-c2ccccc2)n1,0.0%,0
Cc1ccccc1NS(=O)(=O)c1ccc(OCC(=O)N2CCCCC2)cc1,-0.2%,6
CCCCNC(=O)CCn1c(=O)c2ccccc2n(Cc2ccc(Cl)cc2)c1=O,1.9%,-4

Screens deposited in PubChem by several laboratories.

Not all compounds are listed; count on the stated rates, not on these rows.
